Screening results: PubChem BioAssay, Broad Institute
C2C12 statin – protects C2C12 myotubes from simvastatin toxicity; 0.78% of 330,000 active; ATP luminescence, 48 h; scaled: DMSO 0, geranylgeraniol control 100; AID 602340; rescue of ATP level, % at 7.49 µM;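 active means mean ATP rescue above about 67%, or every replicate alone reaching that limit, limit read from the data, passing the limit was not always enough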;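 further: myotubes were challenged with 10 µM simvastatin during compound exposure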
Cneo AK release – causes C. neoformans cell lysis | adenylate kinase release luminescence, 4 h; normalised: neutral wells 0, clomiphene wells 100 | lysis activity, % at 15 µM | 0.2% of 360,000 active;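 active means mean lysis activity across replicates of at least 80%, whatever share of replicates individually reach that level; inactive means mean lysis activity below 80%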
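Schedule: static 4 h at 37 °C with compound, 1 h detection; system: C. neoformans cells; benchmarks: Clomiphene as positive control; buffer or medium: fresh YPD medium; measure: luminescence rise reflecting yeast cell lysis; measured by: luminescent adenylate kinase detection reagent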
PGC1a acetyl inh – lowers PGC1a acetylation signal in U2OS cells; AlphaScreen anti-acetyl-lysine; with virally co-expressed GCN5 acetyltransferase; inhibition, % at 15.6 µM; 0.17% of 350,000 active; AID 651687;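 active means every replicate shows inhibition of at least 40%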;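 further: 0% = neutral control wells and 100% = positive control wells; some results beyond the cut were filed as inactive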
Active calls of the source: *. An excerpt; the hit share may differ from the screen's.

Screens in order: C2C12 statin	Cneo AK release	PGC1a acetyl inh
CC/C(CC(C)(C)c1ccccc1)=N\O
  -6	-1	-56
COc1ccc(-c2nnc(SCc3cccc(C)c3)n2N)cc1
  -2	-3	2
Nc1ccccc1SC(CC(=O)c1ccccc1)c1ccccc1 (centres undefined)
  5	-1	-13
Nc1cc(=O)[nH]c(SCC(=O)Nc2ccc(Cl)c(Cl)c2)n1
  0	2	-2
CSc1nc2sc3c(c2c(=O)n1C)CCCC3
  -5	0	16
Cc1cccc(C(=O)c2cnc3ccccc3c2-c2ccccc2)c1
  -34	0	-30
Cc1c(C(=O)N2CCOCC2)oc2ccc(S(=O)(=O)N3CCCCCC3)cc12
  -3	0	-10
CC1(C)Oc2ccc(C(=O)NC3CCCC3)cc2N(CC(=O)NC2CCCCC2)C1=O
  2	5	5
CC(C)C(=O)N1CCN(c2ccc(NC(=O)c3ccc(Br)o3)cc2)CC1
  -24	2	-40
CC1=C(C)/C(=N\OC(=O)/C=C/c2ccccc2)C=CC1=O
  -21	-2	0
Cc1cccc2cc(CN(Cc3cccnc3)C(=O)c3ccccc3F)c(Cl)nc12
  41	-3	-17
COc1ccccc1C(c1nnnn1CC1CCCO1)N1CCC(C(N)=O)CC1 (centres undefined)
  -1	0	7
Cc1ccc2c(c1)N(CC(=O)N(Cc1ccccn1)Cc1ccco1)C(=O)C(C(C)C)O2 (centres undefined)
  23	-4	-12
COc1cc(NC(=O)C2CCCCC2)c(OC)cc1NC(=O)CN1CCCCC1
  -44	0	4
COC(=O)Nc1ccc(S(=O)(=O)N2CCN(CCN3C(=O)C4C5C=CC(C5)C4C3=O)CC2)cc1 (centres undefined)
  -11	12	2
Cc1sc(NC(=O)c2ccco2)c(CN2CCN(c3ccccc3)CC2)c1C
  35	19	-4
COc1cccc(C(c2nnnn2Cc2ccc(F)cc2)N2CCC(C(N)=O)CC2)c1OC (centres undefined)
  12	-2	-3
CN1C(=O)CC(N2CCN(c3ccc(Cl)c(Cl)c3)CC2)C1=O (centres undefined)
  -6	4	17
COc1c(Cl)cc(C(=O)Nc2ccccc2-c2ccccc2)cc1Cl
  32	0	-2
CCOc1ccccc1N1CCN(C(=O)c2c(C)noc2C)CC1
  -5	0	-1

Going on with the list.
Screens in order: C2C12 statin	Cneo AK release	PGC1a acetyl inh
Clc1ccccc1OCc1nc(-c2ccccn2)no1
  -1	-6	4
CCOc1ccc(CC(=O)C2C(=O)CCCC2=O)cc1OCC
  8	-1	5
Cc1cc(NC(=O)COc2ccccc2)n(-c2ccccc2)n1
  4	6	7
COc1ccc(C2C3C(=O)N(Cc4ccccc4)C(=O)C3ON2c2ccccc2)c(OC)c1OC (centres undefined)
  20	-1	3
O=C(COC(=O)C1CC2C=CC1C2)NCc1ccco1 (centres undefined)
  101*	5	-5
Cc1nc2sccn2c1P(c1c(C)nc2sccn12)c1c(C)nc2sccn12
  -26	-1	-5
CC(C)CNC(=O)c1ccccc1-c1ccccc1C(=O)O
  1	1	-4
COc1ccc(CNS(=O)(=O)c2ccc(S(=O)(=O)N3CCCCC3)cc2)cc1
  -5	-2	3
Cc1ccc(N2C(=O)CSC2c2c(F)cccc2Cl)cc1 (centres undefined)
  1	0	-2
COc1ccc(-n2c(SCC(=O)N3CCCCC3)nnc2-c2cccnc2)cc1
  10	0	2
CC(C)(C)NC(=O)COc1ccc(-c2ccccc2)cc1
  1	-5	-8
O=C(Nc1ccc(Cl)cc1C(=O)NCCN1CCOCC1)c1ccc(Cl)cc1Cl
  -3	-2	2
S=C(c1ccc(-c2cc(Cl)ccc2Cl)o1)N1CCOCC1
  -5	-1	-2
CCOc1ccccc1-n1nnnc1SCC(=O)NC(=O)NCc1ccco1
  -5	5	-8
CCOC(=O)C1CCCN(C(=O)c2ccccc2Oc2ccccc2)C1 (centres undefined)
  3	1	-4
CCCn1c(SCC(=O)N2CCc3ccccc3C2)nc2c1c(=O)n(C)c(=O)n2C
  -2	-7	9
CC(C)C(NC(=O)C1CCCCC1)C(=O)NCc1ccccn1 (centres undefined)
  2	1	4
COc1cc(N)ccc1NC(=O)c1cccs1
  -27	-1	-5
Cn1c(=O)cc(OCCCC(=O)NC2CCCC2)c2ccccc21
  -6	3	-57
CS(=O)(=O)N(Cc1ccccc1)c1ccc(C(=O)NCC2CCCO2)cc1 (centres undefined)
  5	-1	1

Next results
Screens in order: C2C12 statin	Cneo AK release	PGC1a acetyl inh
N=c1oc2ccc3ccccc3c2cc1-c1nnc2n1CCCCC2
  25	0	3
CN(C(=O)c1ccccc1Cl)c1ccccc1
  -9	3	-4
COCCNC(=O)CC(NS(=O)(=O)c1ccc(NC(C)=O)cc1)C(C)C (centres undefined)
  -4	-2	6
CC(CCc1ccccc1)NC(=O)C1CCN(S(=O)(=O)c2cnc[nH]2)CC1 (centres undefined)
  2	-1	14
CC(=O)c1c(C)oc2ccc(O)c(CN3CCOCC3)c12
  -2	2	-1
O=C(CSc1c2c(nc3cc(Cl)ccc13)CCCC2)NCc1ccco1
  38	0	-8
Cc1nc2nc[nH]n2c(=O)c1NC(=O)c1cccc(OCC(C)C)c1
  59	-2	-12
c1ccc2c(-c3nnc(SCc4cn5ccccc5n4)o3)c[nH]c2c1
  20	-1	-12
Cc1ccc(N2CC(C(=O)NC3CCSC3=O)CC2=O)cc1 (centres undefined)
  12	1	-4
c1ccc(CNCC2COc3ccccc3O2)cc1 (centres undefined)
  0	-2	2
CN(C)/C=C1\C(=O)N(c2ccc([N+](=O)[O-])cc2)N=C1c1ccccc1
  -2	-1	-9
CC(C)C(=O)NC(=S)Nc1ccc(S(=O)(=O)NC(C)(C)C)cc1
  -24	0	-12
N#Cc1cn(CC(=O)O)c2ccccc12
  20	0	-12
COc1cc(SC#N)ccc1N=Cc1c(C)[nH]n(-c2ccc(C)cc2C)c1=O
  32	2	0
Cc1ccc(S(=O)(=O)CC(c2ccccc2)N2CCOCC2)cc1 (centres undefined)
  33	3	-26
COc1ccc(CCNC(=O)C2CCN(Cc3nc(-c4ccccc4F)oc3C)CC2)cc1OC
  -3	1	-6
CC1(C(=O)CSc2nc3ccccc3s2)CCC(=O)O1 (centres undefined)
  1	-10	-11
CCc1ccccc1OCC(=O)Nc1ccc(S(N)(=O)=O)cc1
  -1	1	-2
Cc1noc(C)c1CSc1nnc2sc3ccccc3n12
  21	1	-1
C=CCSc1nc(N)c2c(C)c(C)sc2n1
  4	1	-1

Single records (already shown).
Record of Cn1c(=O)cc(OCCCC(=O)NC2CCCC2)c2ccccc21 = C2C12 statin: -6; Cneo AK release: 3; PGC1a acetyl inh: -57
Record of O=C(CSc1c2c(nc3cc(Cl)ccc13)CCCC2)NCc1ccco1 = C2C12 statin: 38; Cneo AK release: 0; PGC1a acetyl inh: -8

Returning to the listing, repeating the two entries before the break.
Screens in order: C2C12 statin	Cneo AK release	PGC1a acetyl inh
Cc1noc(C)c1CSc1nnc2sc3ccccc3n12
  21	1	-1
C=CCSc1nc(N)c2c(C)c(C)sc2n1
  4	1	-1
COc1cc(NC(=O)c2ccccc2)c(OC)cc1Cl
  130*	4	49
COCCSc1nnc(-c2cnccn2)o1
  -5	3	-1
Cn1c(=O)[nH]c(=O)c2c1nc(N1CCCC1)n2CCCSc1nc2ccccc2o1
  2	2	-21
O=C(COC(=O)C1CCCN1C(=O)c1cccs1)c1ccccc1 (centres undefined)
  6	-3	3
CCOC(=O)C(CC)(CCC(=O)O)c1csc(N)n1 (centres undefined)
  3	0	13
O=C(CSc1ccc2c(c1)OCCO2)NCc1ccco1
  0	-6	-6
CCOc1ccccc1N1CCN(S(=O)(=O)c2ccc(Cl)s2)CC1
  10	-2	-9
CCOc1cccc(/C(O)=C2/C(=O)C(=O)N(CCOC)C2c2ccncc2)c1 (centres undefined)
  -3	6	-1
CC1CCN(C(=O)COC(=O)c2n[nH]c3ccccc23)CC1
  6	-5	-1
O=c1cc(-c2ccccc2)nc2nc(SCc3ccccc3)[nH]n12
  5	-1	-2
CCc1ccc(C(=O)COC(=O)C(Cc2ccccc2)NC(=O)C2CCC(C)CC2)cc1 (centres undefined)
  -7	16	0
COc1ccc(OC)c2c(C)cc(N3CCN(C(=O)c4ccc(F)cc4)CC3)nc12
  -22	0	4
COc1cc(/C=N/NC(=O)CNC(=O)c2ccccc2)ccc1OC(=O)c1cccs1
  -1	1	-1
Cc1ccc2c(CC(=O)Nc3nc(C)cs3)coc2c1
  2	-3	1
COc1ccc2nc(NC(=O)C3CCN(S(=O)(=O)c4cccs4)CC3)sc2c1
  50	6	-17
COc1ccc(Nc2ncnc3sc(-c4ccccc4)cc23)cc1
  -9	-1	2
CCCCS(=O)(=O)CC(COc1ccccc1)OC(=O)c1ccccc1 (centres undefined)
  23	-3	5
O=C(NCCCn1ccnc1)C(Cc1ccccc1)N1C(=O)c2ccccc2C1=O (centres undefined)
  2	0	8
Cc1c(N2C(=O)c3ccc(Br)cc3C2=O)c(=O)n(-c2ccccc2)n1C
  -1	2	38
COC(=O)C1(S(=O)(=O)c2cc(Br)cc3c2N(C(C)=O)CC3)CC1
  -7	-1	-8

More records
SMILES | C2C12 statin | Cneo AK release | PGC1a acetyl inh
Cc1ccc(C(=O)Nc2nc(C)c(C)s2)o1 | -17 | -5 | -1
CCC(C)(C)n1nnnc1CN(Cc1ccc(Cl)cc1)Cc1ccco1 | 18 | 0 | -82
CC1(C)Cc2ccccc2-c2nc3ccccc3c(=O)n21 | 10 | -1 | -1
CCOC(=O)N1CCC(NC(=O)C2CCN(C(=O)N3CC(C)Oc4ccc(C)cc43)CC2)CC1 (centres undefined) | 3 | -1 | -1
CN(C)S(=O)(=O)c1ccc(C(=O)Nc2ccnn2C2CCCCC2)cc1 | 4 | 3 | -4
Cc1cc2nc(C)n(CCCNC(=O)Nc3ccc(C#N)cc3)c2cc1C | 6 | -1 | 2
O=C(O)CSCc1ccc(C(=O)O)o1 | 1 | -5 | -5
O=C(CCCC(=O)OCC(=O)NC1CCCC1)Nc1ccccn1 | -8 | -2 | 12
O=C(NCc1ccco1)C(c1ccco1)N(C(=O)Cn1nnc2ccccc21)c1ccc2c(c1)CCC2 (centres undefined) | 17 | 4 | -4
CN(C)c1ccc(/C=C(\C#N)c2ccccc2)cc1 | -114 | -8 | -2
O=C(COC(=O)C1CCN(S(=O)(=O)c2cccs2)CC1)c1cc2ccccc2o1 | -4 | 0 | -1
CCc1cccc(CC)c1NC(=O)CN1CCN(c2ccccc2)CC1 | 0 | 3 | -2
Cc1nc(N2CCN(C)CC2)c2c(C)c(C(=O)Nc3ccc(C)c(F)c3)sc2n1 | 4 | 1 | -42
CN(C)/C=C/C=C1C(=O)CCCC1=O | 2 | -15 | 0
CC(C)OC(=O)c1cccc(C(=O)OCc2ccco2)n1 | -2 | -1 | 7

(listing goes on)
SMILES | C2C12 statin | Cneo AK release | PGC1a acetyl inh
CC(C)Sc1nc(N2CCOCC2)c2c3c(sc2n1)COC(C)(C)C3 | -13 | 0 | 6
CC(=O)Nc1ccc(-c2nnc(SCC(=O)Nc3ccc4c(c3)oc3ccccc34)n2C)cc1 | 1 | 0 | -1
CC(C)CC(OC(=O)c1cccs1)C(=O)NCc1cccs1 (centres undefined) | -17 | 0 | -7
OC(COc1cccc2ccccc12)CN1CCCC1 (centres undefined) | -10 | -2 | -2
O=C(CSc1ccc(Cl)cc1)Nc1ccc(NC(=O)c2ccco2)cc1 | -6 | 2 | -1
COC(=O)c1ccc(C)c(NC(=O)CN(c2cc(OC)ccc2OC)S(C)(=O)=O)c1 | 12 | 2 | 2
CCOc1ccc(N2C(=O)CC(N3CCN(C4CCc5ccccc5C4)CC3)C2=O)cc1 (centres undefined) | 1 | 0 | 4
Cc1ccccc1/[N+]([O-])=C/c1ccncc1 | 6 | 1 | 11
Cc1cccc(NC(c2ccc(O)cc2)c2ccc3ccc(C)nc3c2O)n1 (centres undefined) | 8 | -3 | 7
Fc1ccccc1OCCCCCCN1CCCC1 | -6 | -2 | 3
O=C(O)c1ccc2c(c1)CC(c1ccccc1)OC2=O (centres undefined) | -9 | -6 | 1
O=C(Nc1ccc(-c2noc(CCc3ccccc3)n2)cc1)c1cccnc1 | -19 | -3 | -131
Clc1ccc(OCCn2cnc3ccccc32)cc1 | 4 | 7 | 3
O=C(CN1CCC(n2nnc3cc(F)ccc32)CC1)Nc1ccccc1N1CCOCC1 | -11 | 1 | -3
CC(=O)c1c(C)[nH]c(C(=O)NCCCN2CCCC2)c1C | -6 | 5 | 9
COC(=O)[C@H](CC(C)C)NC(=O)NC1CCCCC1C (some centres undefined) | -23 | 5 | 6
O=c1cc(-c2ccc(Cl)cc2)[nH][nH]1 | 3 | 0 | 7
COc1ccc(Cl)cc1C(=O)NCc1cn(C)nc1C | 0 | 2 | -1

Compounds above that have a COOH group, in the order listed:
SMILES | C2C12 statin | Cneo AK release | PGC1a acetyl inh
CC(C)CNC(=O)c1ccccc1-c1ccccc1C(=O)O | 1 | 1 | -4
N#Cc1cn(CC(=O)O)c2ccccc12 | 20 | 0 | -12
CCOC(=O)C(CC)(CCC(=O)O)c1csc(N)n1 (centres undefined) | 3 | 0 | 13
O=C(O)CSCc1ccc(C(=O)O)o1 | 1 | -5 | -5
O=C(O)c1ccc2c(c1)CC(c1ccccc1)OC2=O (centres undefined) | -9 | -6 | 1
